EPAC1 antagonist – qHTS for Antagonist of cAMP-regulated guanine nucleotide exchange factor 3 (EPAC1): primary screen; Rap guanine nucleotide exchange factor 3 (Homo sapiens), O95398; EPAC1 GEF assay, Rap1b-BODIPY-GDP exchange fluorescence; Potency, µM (titrated, usually from 115 µM), without a hit: top-dose activity change, negative = inhibition, usual class: inhibitors; 360,000 tested, 0.14% active; AID 720709, 2013;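 note: potency is the fitted concentration of half-maximal effect; plate controls were vehicle for no effect and positive control for full effect; nearly all actives have a fitted effect of over 50% in size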
FUS yeast rescue – qHTS for Suppressors of FUS Proteinopathy: Primary screen using FUS-linked yeast assay. S. cerevisiae FUS-expressing, growth rescue, OD600, 24 h. Potency, µM (titrated, usually from 76.6 µM), inactives show at the highest dose growth rescue (activation), most hits filed as activators. 390,000 tested, 0.24% active;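 note: potency is the fitted concentration of half-maximal effect; plate controls were DMSO vehicle for no effect and reference control for full effect; nearly all actives have a fitted effect of over 55% in size; some results filed as inactive show a strong effect at the top dose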
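Galactose (2%) drives FUS expression in yeast precultured in raffinose; seeding density OD 0.005. Test compounds incubated 24hr at 30C and 99% humidity before absorbance at 600 nm was measured.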
WRN inhibitor – qHTS for Inhibitors of WRN Helicase; Bifunctional 3'-5' exonuclease/ATP-dependent helicase WRN (Homo sapiens), Q14191; WRN helicase unwinding, fluorescent forked duplex, kinetic; Potency, µM (highest dose often 114 µM), for inactives: top-dose activity change, negative = inhibition, most hits filed as inhibitors; 360,000 tested, 0.46% active; note: potency is the fitted concentration of half-maximal effect; % is set by controls: 0 for no effect and ±100 for the full control effect; nearly all actives have a fitted effect of over 55% in size
Target sequence (Q14191 whole entry, looked up): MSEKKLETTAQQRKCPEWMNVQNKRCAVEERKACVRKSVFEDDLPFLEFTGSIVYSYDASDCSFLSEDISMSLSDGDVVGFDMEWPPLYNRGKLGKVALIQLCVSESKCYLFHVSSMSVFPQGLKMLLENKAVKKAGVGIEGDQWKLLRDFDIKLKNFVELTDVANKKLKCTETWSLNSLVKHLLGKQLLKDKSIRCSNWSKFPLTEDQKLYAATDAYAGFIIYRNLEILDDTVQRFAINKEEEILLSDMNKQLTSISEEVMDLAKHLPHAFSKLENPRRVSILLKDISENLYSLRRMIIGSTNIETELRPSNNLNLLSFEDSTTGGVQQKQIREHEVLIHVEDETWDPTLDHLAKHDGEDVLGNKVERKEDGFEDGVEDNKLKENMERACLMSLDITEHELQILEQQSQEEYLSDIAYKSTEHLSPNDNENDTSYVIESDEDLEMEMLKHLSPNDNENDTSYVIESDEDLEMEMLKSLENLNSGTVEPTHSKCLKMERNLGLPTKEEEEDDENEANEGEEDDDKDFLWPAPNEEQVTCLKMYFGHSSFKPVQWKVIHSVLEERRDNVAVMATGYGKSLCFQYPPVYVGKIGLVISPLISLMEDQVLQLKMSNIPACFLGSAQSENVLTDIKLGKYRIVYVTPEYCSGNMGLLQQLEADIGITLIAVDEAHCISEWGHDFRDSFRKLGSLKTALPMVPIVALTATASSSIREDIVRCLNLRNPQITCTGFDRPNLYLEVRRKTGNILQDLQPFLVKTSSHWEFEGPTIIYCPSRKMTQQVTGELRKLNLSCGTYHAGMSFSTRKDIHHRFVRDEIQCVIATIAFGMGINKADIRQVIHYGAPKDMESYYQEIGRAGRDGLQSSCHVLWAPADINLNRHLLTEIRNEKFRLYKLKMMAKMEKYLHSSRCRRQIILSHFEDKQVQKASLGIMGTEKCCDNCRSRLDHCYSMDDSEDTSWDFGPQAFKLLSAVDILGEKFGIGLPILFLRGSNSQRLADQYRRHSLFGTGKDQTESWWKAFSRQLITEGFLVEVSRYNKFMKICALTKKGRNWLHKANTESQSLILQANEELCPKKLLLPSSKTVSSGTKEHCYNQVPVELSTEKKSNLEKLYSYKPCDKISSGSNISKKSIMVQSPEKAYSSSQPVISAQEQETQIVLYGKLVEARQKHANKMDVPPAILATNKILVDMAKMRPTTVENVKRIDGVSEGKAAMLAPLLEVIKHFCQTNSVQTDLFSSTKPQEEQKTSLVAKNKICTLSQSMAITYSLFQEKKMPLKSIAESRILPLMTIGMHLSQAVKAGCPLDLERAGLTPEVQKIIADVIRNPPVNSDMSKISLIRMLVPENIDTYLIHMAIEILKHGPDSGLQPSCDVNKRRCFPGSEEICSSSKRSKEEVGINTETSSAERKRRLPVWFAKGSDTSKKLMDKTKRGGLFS
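Screening of the MLSMR collection measured strand separation of a quenched forked DNA duplex (100 nM) by 20 nM WRN with 2 mM ATP, all final. Compounds were preincubated with enzyme 15 min at room temperature.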
PLK1 PBD block – qHTS for Inhibitors of PLK1-PDB (polo-like kinase 1 - polo-box domain): Primary Screen; 360,000 tested, 2.8% active; Plk1 PBD binding of FITC phosphopeptide, fluorescence polarization; Potency, µM, without a hit: max response, negative = inhibition, hits mostly inhibitors; AID 720504, 2013; note: potency is the fitted concentration of half-maximal effect; series mostly up to about 57 µM; % is set by controls: 0 for no effect and ±100 for the full control effect; nearly all actives have a fitted effect of over 65% in size
Abeta rescue – qHTS for compounds that reverse cellular toxicity of Amyloid beta (A-beta) peptide in yeast: Primary Screen | yeast expressing A-beta42, growth rescue, OD600, 48 h; response scale: 0% DMSO, 100% iron-clioquinol control | Potency, µM (top dose mostly 46.1 µM), for the others: at the highest dose growth rescue, most hits filed as activators | 410,000 tested, 0.063% active | AID 1347071, 2019; note: potency is the fitted concentration of half-maximal effect; nearly all actives have a fitted effect of over 55% in size
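Growth rescue measured by 600 nm absorbance after 48 h yeast culture at 30 C with compound. Values normalized between DMSO and an equimolar ferric chloride plus clioquinol control.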
PI5P4Ka inh – qHTS for Inhibitors of phosphatidylinositol 5-phosphate 4-kinase (PI5P4K); Phosphatidylinositol 5-phosphate 4-kinase type-2 alpha (Homo sapiens), P48426; PI5P4Kalpha enzyme, ADP-Glo luminescence, 60 min; stronger effect = lower value; max response, %; 330,000 tested, 1.2% active; AID 652105, 2013; active = max response of -50% or lower; inconclusive = between -30% and -50%; inactive = -30% or higher; note: value at the top dose of about 77 µM; % is set by controls: 0 for no effect and ±100 for the full control effect
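Enzyme plus substrate dispensed, test compounds pinned in, then ATP (5 microM final) added. After 60 min at RT, ADP-Glo reagent 1 for 45 min and reagent 2 for 30 min preceded luminescence imaging.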
EPAC1 ag – qHTS for Agonist of cAMP-regulated guanine nucleotide exchange factor 3 (EPAC1): primary screen; Potency, µM (series often up to 154 µM), without a hit: at the highest dose activation, most hits filed as activators; EPAC1 agonist qHTS, biochemical assay; response scale: 100% = response to 6.5 mM cAMP; Rap guanine nucleotide exchange factor 3 (Homo sapiens), O95398; 360,000 tested, 0.073% active; AID 720707, 2013; note: potency is the fitted concentration of half-maximal effect; nearly all actives have a fitted effect of over 60% in size
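Multi-concentration qHTS readout: loss of Rap1B-bound BODIPY-GDP fluorescence driven by 100 nM EPAC1 with excess GDP (50 uM), monitored kinetically at room temperature; agonist response expressed relative to 6.5 mM cAMP.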
aSyn yeast inh – qHTS of alpha-syn Inhibitors | Potency, µM (highest dose often 46.1 µM), for the others: at the highest dose growth rescue (activation), usual class: activators | 370,000 tested, 0.14% active | Yeast expressing alpha-synuclein, growth rescue, BacTiter-Glo, 24 h; note: potency is the fitted concentration of half-maximal effect; % of control where 0% means no effect; nearly all actives have a fitted effect of over 65% in size
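Galactose-induced alpha-syn yeast (OD600=0.02, raffinose-pregrown) + pinned cpd, 24 hr, 30 deg C; growth by BacTiter-Glo luminescence. Growth restoration scores as activation.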
IL2 activator – qHTS of IL-2 Activators; IL-2 activation reporter assay, cell-based qHTS; stimulated with anti-CD3/CD4/CD28 beads; in transgenic mouse T cells; activation, % (series mostly up to about 46 µM); 360,000 tested, 0.065% active; in the data active = activation above about 50%; inconclusive = mostly about 30% to 49%; note: 0% is about no effect
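Screening format: compound pinned onto unstimulated transgenic mouse T cells, 60 min incubation, then anti-CD3/anti-CD4/anti-CD28 bead stimulation for 18 hours at 37 degrees C, followed by EGFP and DsRed detection.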
The depositor's hits bear a star; ? = inconclusive; / = not tested or not shown; & = joins results of further samples; [ ] = another dose, or the depositor's remark. Unless noted, calls come from the whole dose curve; as a rule, active = well fitted curve in the direction sought with a large enough effect; inconclusive = small, poorly fitted or top-dose-only effect, or another doubt; inactive = no such curve, though single readings can be large; an effect the other way counts as inactive or inconclusive.

Start of the data: the first three entries as a preview:
Value order – EPAC1 antagonist, FUS yeast rescue, WRN inhibitor, PLK1 PBD block, Abeta rescue, PI5P4Ka inh, EPAC1 ag, aSyn yeast inh, IL2 activator
COC(=O)c1ccc(NC(=O)C2CCN(C(=O)c3cc(OC)c(OC)c(OC)c3)CC2)cc1
  12%, 15%, 0%, 3%, -1%, -13, -4%, -3%, 1.7
COc1ccc(-n2c(=S)[nH]c3cc(C(=O)NCc4cccnc4)ccc3c2=O)cc1
  ?, 10%, -8%, -13%, -8%, -2, -13%, 1%, 0.9
CCc1nc2oc3ccccc3c(=O)c2c(=O)n1CCOC
  -2%, 21%, -4%, -5%, 12%, -2, 8%, 4%, -2.4

This part in full, repeating the preview:
Value order – EPAC1 antagonist, FUS yeast rescue, WRN inhibitor, PLK1 PBD block, Abeta rescue, PI5P4Ka inh, EPAC1 ag, aSyn yeast inh, IL2 activator
COC(=O)c1ccc(NC(=O)C2CCN(C(=O)c3cc(OC)c(OC)c(OC)c3)CC2)cc1
  12%, 15%, 0%, 3%, -1%, -13, -4%, -3%, 1.7
COc1ccc(-n2c(=S)[nH]c3cc(C(=O)NCc4cccnc4)ccc3c2=O)cc1
  ?, 10%, -8%, -13%, -8%, -2, -13%, 1%, 0.9
CCc1nc2oc3ccccc3c(=O)c2c(=O)n1CCOC
  -2%, 21%, -4%, -5%, 12%, -2, 8%, 4%, -2.4
O=C1CCN(CCc2ccccc2)CCN1CCSc1ccccc1
  15%, -5%, 2%, 3%, -4%, 2, -2%, -4%, 0.2
CC1(Oc2cccc(F)c2)CCN(Cc2ccc(-c3ccccn3)cc2)C1 (stereo not drawn)
  -14%, -6%, -7%, -10%, 5%, 9, -5%, 11%, -0.3
CCOC(=O)c1cc2cc(OC)ccc2nc1C
  3%, 8%, 0%, -7%, 6%, 0, 7%, -1%, 0.0
CCOc1ccc(N(CC(=O)NC2CCCCC2)C(=O)CCC(=O)Nc2cc(C)ccn2)cc1
  15%, 20%, 2%, -13%, 9%, -7, 6%, -4%, 0.4
NC(=O)c1ccc(C(=O)N/N=C/c2cccc(Oc3ccccc3)c2)cc1
  2%, 5%, -4%, -1%, 3%, 2, 21%, 4%, -0.5
CC(C)NS(=O)(=O)c1ccc(NC(=O)NC2CCCCC2)cc1
  -5%, /, 6%, -20%, -7%, 0, 0%, -8%, -2.8
O=C(NNC(=O)c1oc2ccccc2c1-n1cccc1)c1ccco1
  5%, 21%, -1%, -25%, 9%, -25, -2%, 10%, -3.3
Cc1ccc(NC(=O)c2ccc3c(c2)nnn3C)cc1
  -26%, -27%, 1%, -2%, -2%, 0, -1%, -1%, -2.4
CCOC(=O)C1CCCN(S(=O)(=O)CCNC(=O)c2ccccc2)C1 (stereo not drawn)
  8%, -1%, 7%, -9%, -13%, 2, 13%, -1%, -0.6
Cc1c(C(=O)N2CCN(c3ccccc3)CC2)oc2c1C(=O)CC(C)(C)C2
  3%, /, -20%, 3%, -21%, -1, 0%, 7%, -2.2
CCCCn1c(N)c(N(CCC(C)C)C(=O)C(C)N2C(=O)c3ccccc3C2=O)c(=O)[nH]c1=O (stereo not drawn)
  -12%, -2%, 3%, -2%, 21%, 5, 3%, 2%, -4.7
COc1cccc(N2CCN(CC(=O)NC(=O)NCc3ccco3)CC2)c1
  ?, 26%, -31%, -23%, -10%, -71*, 7%, -6%, -0.2
O=C(Cc1n[nH]c(=O)c2ccccc12)OCC(=O)c1ccc(F)cc1
  -2%, 7%, -2%, -1%, 15%, 16, -64%[inhibitor], 1%, -0.7
COc1ccc(CCNC(=O)c2cccc(S(=O)(=O)N3CCCC3)c2)cc1
  5%, 5%, 1%, -3%, 21%, -2, 1%, -4%, -2.8
O=C(C(c1ccccc1)c1ccccc1)N1CCOCC1
  6%, -6%, 5%, -12%, 20%, -3, 1%, -3%, 0.4
O=C(CCC(=O)N1CCSc2ccccc21)NCCc1ccccc1
  -3%, -13%, -10%, -5%, 7%, -2, -8%, 1%, 0.5
CC1(c2ccccc2)CC2CC(c3ccccc3)N1O2 (stereo not drawn)
  4%, 15%, 8%, -2%, 6%, /, 3%, 2%, -1.6

Further results:
Value order – EPAC1 antagonist, FUS yeast rescue, WRN inhibitor, PLK1 PBD block, Abeta rescue, PI5P4Ka inh, EPAC1 ag, aSyn yeast inh, IL2 activator
COc1ccccc1C1CCN(C(=O)c2ccc(Cl)cc2)CC1
  -19%, 15%, 1%, 3%, -50%[inhibitor], 7, 2%, -31%[inhibitor], -0.8
CN(C)C(CNc1ncnc2sc3c(c12)CCCC3)c1ccco1 (stereo not drawn)
  2%, ?, -4%, -3%, 17%, -11, -7%, 1%, -0.4
COc1ccc(Sc2nnc(-c3ccccc3)cc2C#N)cc1
  -10%, -30%, ?, -19%, 16%, 10, 7%, 4%, 0.5
O=[N+]([O-])c1cccc2ccc(/C=C/c3ccc(Cl)cc3)nc12
  -24%, /, -1%, -11%, -5%, -2, -5%, -22%, -5.5
Cc1ccc2oc(=O)c3cnn(CC(=O)NC4CCN(Cc5ccccc5)CC4)c3c2c1
  -20%, -25%, 1%, -5%, -4%, -4, 2%, 0%, -1.9
CCC1CCCCN1CCCNC(=O)Cn1c(=O)c2cccn2c2ccccc21 (stereo not drawn)
  -28%, -5%, 3%, -19%, 2%, -5, -10%, -1%, -2.8
Cc1cc(NC(=O)CSc2nnc(-c3cccc(Cl)c3)o2)no1
  -9%, /, -35%, -8%, 1%, -6, 1%, -2%, -2.5
O=C(NNC(=O)c1ccc(O)c(Cl)c1)c1cccc(S(=O)(=O)N2CCOCC2)c1
  -1%, 28%, -8%, -11%, -3%, -15, -1%, 1%, -6.3
O=C(NCCCN1CCCC1=O)c1ccccc1OCc1ccc(Cl)cc1Cl
  -20%, 24%, -19%, -5%, -3%, 7, -7%, -3%, -0.9
CCCc1nc2sc3c(c2c(=O)n1NC(=O)CCCl)CCCC3
  -6%, 35%, -20%, -17%, -34%[inhibitor], 1, -3%, 1%, 0.0
Cn1ccc(C(=O)N/N=C/c2c[nH]c3ccccc23)n1
  -6%, 17%, -29%, -8%, -10%, 1, -2%, -7%, -3.9
Cc1ccc(N2C(=O)NC(NC(=O)C(C)(C)C)(C(F)(F)F)C2=O)cc1C (stereo not drawn)
  -18%, -2%, -9%[57.1 µM], 4%, 19%, 1, 2%, 1%, 2.5
O=C(CNCc1ccccc1Cl)Nc1ccccc1N1CCCCC1
  -26%, 3%, -11%, -3%, 13%, 3, -7%, -6%, -3.6
CCOc1ccc(S(=O)(=O)NC2CC2)cc1
  3%, 4%, -9%, -5%, -4%, 7, -5%, 2%, 2.6
Cc1c(NC(=O)C2CC(c3c(F)cccc3Cl)=NO2)c(=O)n(-c2ccccc2)n1C (stereo not drawn)
  -1%, 19%, 5%, 1%&-10%, 15%, /, -2%, 0%, -3.6
COc1cccc(CNC(=O)CCNC(=O)c2ccccc2OC)c1
  -9%, 19%, 0%, -1%, 2%, 1, 0%, 0%, -2.0
Clc1ccccc1CONc1ncnc2nonc12
  -10%, -13%, 7%, -13%, -12%, -2, -1%, -2%, -0.6
O=C1N(Cc2cccc(Cl)c2)C[C@@H]2C[C@@H](c3c[nH]c4ccccc34)N3CCC[C@@]123
  4%, 53%, -24%, 17%, -1%, -7, 6%, 4%, 15
Cc1cc(C)n2nc(C(=O)OCC(=O)c3c[nH]c4ccccc34)nc2n1
  -10%, -25%, -8%, -1%, -4%, 4, 1%, -1%, 1.3
CSc1n[nH]c(-c2ccc(C(F)(F)F)cc2)n1
  6%, -6%, 0%, 3%, 6%, 3, -7%, -11%, 0.2

Laid out differently: 4 of the compounds above.
mol | EPAC1 antagonist | FUS yeast rescue | WRN inhibitor | PLK1 PBD block | Abeta rescue | PI5P4Ka inh | EPAC1 ag | aSyn yeast inh | IL2 activator
O=C(CCC(=O)N1CCSc2ccccc21)NCCc1ccccc1 | -3% | -13% | -10% | -5% | 7% | -2 | -8% | 1% | 0.5
CC1(c2ccccc2)CC2CC(c3ccccc3)N1O2 (stereo not drawn) | 4% | 15% | 8% | -2% | 6% | / | 3% | 2% | -1.6
COc1ccccc1C1CCN(C(=O)c2ccc(Cl)cc2)CC1 | -19% | 15% | 1% | 3% | -50%[inhibitor] | 7 | 2% | -31%[inhibitor] | -0.8
CN(C)C(CNc1ncnc2sc3c(c12)CCCC3)c1ccco1 (stereo not drawn) | 2% | ? | -4% | -3% | 17% | -11 | -7% | 1% | -0.4

New compounds follow:
Value order – EPAC1 antagonist, FUS yeast rescue, WRN inhibitor, PLK1 PBD block, Abeta rescue, PI5P4Ka inh, EPAC1 ag, aSyn yeast inh, IL2 activator
O=c1[nH]c(=O)n(CCOc2ccc(Cl)cc2)cc1Br
  -8%, -20%, 9%, -10%, 9%, 0, 16%, 5%, 0.0
Cc1[nH]c2ccccc2c1SCC(=O)Nc1nccs1
  2%, -25%, 10%, -5%, 31%, 4, -10%, -6%, 1.1
CCOc1cc(/C=N/NC(=O)Cc2ccc(C(F)(F)F)cc2[N+](=O)[O-])c(Br)cc1OC
  2%, 2%, 6%, 0%, 12%, 5, 0%, 4%, -1.6
COc1ccc(NC(=O)COC(=O)c2c(C)noc2C)cc1Cl
  4%, -13%, -3%, 8%, -6%, 9, 16%, 1%, -1.8
COc1ccccc1-n1c(SCC(=O)O)nc2c(sc(=S)n2-c2ccc(Cl)c(C)c2)c1=O
  ?, ?, -5%, -11%, -8%, ?, -4%, 0%, 1.2
COc1ccc(-c2[nH]ncc2/C=N\NS(=O)(=O)c2ccc(Cl)cc2)cc1
  -10%, 0%, -1%, -10%, 7%, -7, 13%, -16%, -2.3

High-throughput results from PubChem BioAssay.
